# Assay outcomes (PubChem)
# GSK3A inh: blockers of GSK3A enzyme activity – biochemical, luminescence, cell-free homogeneous, HTS, primary screen. Glycogen synthase kinase-3 alpha (Homo sapiens), P49840. inhibition, % at 10 µM. 320,000 tested, 0.1% active. GSK-3 alpha kinase, ADP-Glo luminescence, 60 min. AID 2650, 2010;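 in the data active means inhibition above about 50%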;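 further: GST-tagged GSK-3 alpha with peptide substrate and 25 µM ATP; 0% = DMSO neutral wells and 100% = GW8510 positive control wells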
# Target sequence (P49840 whole entry, looked up): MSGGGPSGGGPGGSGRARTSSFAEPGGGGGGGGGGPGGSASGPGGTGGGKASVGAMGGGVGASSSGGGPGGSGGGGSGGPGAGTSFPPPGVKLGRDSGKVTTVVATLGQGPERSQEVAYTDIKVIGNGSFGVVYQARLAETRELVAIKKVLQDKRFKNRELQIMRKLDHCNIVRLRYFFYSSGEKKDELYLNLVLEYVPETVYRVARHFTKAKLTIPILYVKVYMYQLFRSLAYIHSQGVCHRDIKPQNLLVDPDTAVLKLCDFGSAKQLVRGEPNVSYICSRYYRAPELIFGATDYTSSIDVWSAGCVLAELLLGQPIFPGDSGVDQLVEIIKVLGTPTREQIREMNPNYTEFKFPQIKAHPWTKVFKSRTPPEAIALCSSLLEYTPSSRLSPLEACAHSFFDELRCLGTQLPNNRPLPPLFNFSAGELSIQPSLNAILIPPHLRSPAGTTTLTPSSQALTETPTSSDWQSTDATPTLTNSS
# HDAC3 inhib: HDAC3 deacetylase inhibitors, primary screen, biochemical, fluorescence, cell-free homogeneous; recombinant HDAC3, fluorogenic peptide/trypsin coupled; inhibition, % at 8.3 µM; 320,000 tested, 0.15% active; AID 2718, 2010; in the data active means inhibition above about 26%, passing the limit was not always enough; inconclusive means no clear call, values can overlap the other calls
# Target sequence (O15379 whole entry, looked up): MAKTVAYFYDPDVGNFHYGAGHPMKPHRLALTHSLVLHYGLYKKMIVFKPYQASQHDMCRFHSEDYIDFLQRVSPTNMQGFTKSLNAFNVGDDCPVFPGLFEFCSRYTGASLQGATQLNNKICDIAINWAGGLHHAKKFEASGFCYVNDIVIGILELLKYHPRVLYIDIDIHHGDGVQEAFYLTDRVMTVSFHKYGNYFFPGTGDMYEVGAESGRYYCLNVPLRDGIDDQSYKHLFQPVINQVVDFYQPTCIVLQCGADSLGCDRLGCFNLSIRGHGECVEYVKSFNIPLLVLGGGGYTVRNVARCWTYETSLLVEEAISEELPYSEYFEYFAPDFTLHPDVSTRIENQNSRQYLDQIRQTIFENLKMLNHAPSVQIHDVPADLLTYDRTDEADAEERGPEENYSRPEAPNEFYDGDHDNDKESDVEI
# DYRK1A inh: rat Dyrk1A kinase inhibitors, primary screen, biochemical, single point, plate reader; Dual specificity tyrosine-phosphorylation-regulated kinase 1A (Rattus norvegicus), Q63470; ADP-Glo luminescence, NFATc1 peptide; inhibition, % at 12.5 µM; 310,000 tested, 0.43% active; in the data active means inhibition above about 50%;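 further: plate controls were vehicle with enzyme for no effect and no enzyme for full effect; many of its hits are not listed in these tables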
# Active calls of the source: *; ? = inconclusive. These rows are one share of the data. The share of hits here may be higher or lower than overall.
GSK3A inh	HDAC3 inhib	DYRK1A inh	molecule
3	-5	-4	CCC(=O)Nc1ccc(C(=O)COC(=O)c2nc3nccc(C)n3n2)cc1
-1	-7	-3	CCN(Cc1ccc2c(c1)OCCO2)C(=O)CN1C(=O)NC2(CCc3ccccc32)C1=O (stereo unspecified)
-2	0	-2	CCOc1ccc(C(=O)NNC(=O)c2cc(S(=O)(=O)N3CCOCC3)ccc2Cl)cc1
-4	5	3	CC(C)(C)OC(=O)C[C@@H]1C/C=C\C[C@H](CC(=O)N(CCO)Cc2ccccc2)C(=O)N[C@H](Cc2ccccc2)COC1=O
-3	-6	1	O=C(CSC1=Nc2ccccc2C2CC=NN12)Nc1ccc(F)c(F)c1F (stereo unspecified)
-1	5	4	CCC(=O)N(c1nnc(SCC(=O)NN2C(=O)NC3(CCC(C)CC3)C2=O)s1)C1CC1 (stereo unspecified)
-1	-1	-4	CC(C)CN(C(=O)CCNC(=O)c1ccc(Cl)cc1)C1CCS(=O)(=O)C1 (stereo unspecified)
-5	-6	5	COc1ccc2oc(C(=O)OC(C)C(=O)N3CCC(C)CC3)c(C)c2c1 (stereo unspecified)
-3	-4	5	CCSc1cc(N2CCCC2)nc(-c2ccc(Cl)cc2)n1
0	-5	-6	COc1ccc(CC(=O)OCC(=O)NCc2ccc(F)cc2)cc1
-2	4	4	O=C1NCCOC(=O)[C@H](Cc2ccc(F)cc2)CC/C=C/C[C@@H]1CC(=O)N(CCO)Cc1ccccc1
-3	-7	-5	CCN(c1ccccc1)S(=O)(=O)c1ccc(C(=O)Nc2cccc(C)n2)cc1
-6	-1	8	CC(C)c1ccc(S(=O)(=O)N2CCN(C(=O)c3ccncc3)CC2)cc1
-11	1	-1	CCN(CC)S(=O)(=O)c1ccc(N2CC(C(=O)NCc3ccc4c(c3)OCO4)CC2=O)cc1 (stereo unspecified)
-1	?	-1	Cc1ccccc1CCNC(=O)c1ccc(Cl)c(S(=O)(=O)N2CC(C)OC(C)C2)c1 (stereo unspecified)
1	5	1	COc1ccc2ccc(O)c(CN3CCN(S(=O)(=O)c4cc([N+](=O)[O-])ccc4C)CC3)c2c1
-4	-1	-5	CCOc1ncccc1C(=O)Nc1ccccc1N1CCOCC1
-1	0	-11	Cc1noc(C)c1NC(=O)Nc1ccc2c(c1)C(=O)N([C@H](C)CO)C[C@H](C)[C@@H](CN(C)S(=O)(=O)c1ccc(F)cc1)O2
-1	-8	8	CC(C)(C)OC(=O)NCCCCCc1cn(CC(=O)NCCCCCCCCCCC(=O)N2CCN(C(=O)OC(C)(C)C)CC2)nn1
-1	-6	-3	Cc1ccc(C)c(NC(=O)c2ccc(OCc3c(C)noc3C)cc2)c1
21	-1	5	COc1ccc(S(=O)(=O)N2CCN(C(=O)c3cc(C)on3)CC2)cc1
-2	0	-5	Cc1onc(-c2ccccc2)c1-c1nnc(CN2CCN(S(=O)(=O)c3ccccc3)CC2)o1
-1	-4	6	O=c1c2ccccc2nc2n1CCc1c-2[nH]c2ccccc12
1	-11	-5	CC(C)(C)OC(=O)C[C@@H]1C/C=C\C[C@H](CC(=O)NCCO)C(=O)N2CCC[C@@H]2COC1=O

# Among those listed so far, these have an aryl methoxy group:
GSK3A inh	HDAC3 inhib	DYRK1A inh	molecule
-5	-6	5	COc1ccc2oc(C(=O)OC(C)C(=O)N3CCC(C)CC3)c(C)c2c1 (stereo unspecified)
0	-5	-6	COc1ccc(CC(=O)OCC(=O)NCc2ccc(F)cc2)cc1
1	5	1	COc1ccc2ccc(O)c(CN3CCN(S(=O)(=O)c4cc([N+](=O)[O-])ccc4C)CC3)c2c1
21	-1	5	COc1ccc(S(=O)(=O)N2CCN(C(=O)c3cc(C)on3)CC2)cc1

# Later entries.
GSK3A inh	HDAC3 inhib	DYRK1A inh	molecule
1	2	2	CC1CCN(C(=O)COC(=O)c2n[nH]c(=O)c3ccccc23)CC1
-3	-2	8	COC(=O)C1CCN(C(=O)c2ccc(Cl)c(S(=O)(=O)NCc3ccco3)c2)CC1
-4	5	1	C#CCOCCOCCOCCNc1nc(N2CCN(C(=O)[C@H](CC(N)=O)n3cc(C(N)[C@H](C)CC)nn3)CC2)nc(N2CCN(C(=O)[C@H](CC(N)=O)n3cc(C(N)[C@@H](C)CC)nn3)CC2)n1 (stereo partly specified)
-5	4	-1	Cc1ccc(NC(=O)C2=CN3CCS(=O)(=O)N=C3C=C2)cc1
-2	0	1	CCCc1cc(=O)[nH]c(SCC(=O)Nc2cc(S(=O)(=O)N(CC)c3ccccc3)ccc2Cl)n1
0	1	-5	CCN(CC)C(=O)CN1C(=O)C2(OCC(C)(C)CO2)c2ccccc21
2	3	4	COC(=O)c1cc(Cl)cc2c(CCO)c[nH]c12
0	0	-6	CCN(CC(=O)NC1CCS(=O)(=O)C1)c1ccc(S(=O)(=O)N(CC)CC)cc1[N+](=O)[O-] (stereo unspecified)
-2	7	0	O=C(O)c1cccc2c1C(=O)c1ccc(-c3ccc(F)cc3OCc3ccccc3)cc1S2(=O)=O
-1	-2	2	Cc1nnc(SCC(=O)NNC(=O)COc2ccc(Br)cc2)n1C
7	4	23	C#CCOCCOCCOCCNc1nc(N2CCN(C(=O)CCCCCCCCCCNC(=O)[C@H]([C@@H](C)CC)n3cc(CCCCCN)nn3)CC2)nc(N2CCN(C(=O)CCCCCCCCCCNC(=O)[C@@H]([C@H](C)O)n3cc(C)nn3)CC2)n1
-2	13	12	C[C@H](CO)N1C[C@H](C)[C@@H](CN(C)Cc2ccc(Oc3ccccc3)cc2)Oc2c(NC(=O)C3CC3)cccc2C1=O
-1	6	-5	CCOc1ccc(CCNC(=O)COC(=O)COc2ccc(C#N)cc2)cc1OCC
-1	2	1	O=C(C[C@H]1C/C=C\CC[C@@H](Cc2ccc(F)cc2)C(=O)OC[C@H]2CCCN2C1=O)NCCO
-2	6	10	C[C@@H]1NS(=O)(=O)[C@H]2C[C@@H]3C=C[C@]2(O3)[C@H]1OC(=O)c1ccc(C(C)(C)C)cc1
0	1	-6	COCCCN(C(=O)c1cc(C)oc1C)c1c(N)n(CC(C)C)c(=O)[nH]c1=O
2	2	-3	CCN(CC)c1ccc(C(=O)OCC(=O)Nc2cc(C)on2)cc1
-1	1	-5	O=C(O)Cn1cnc2c(OCc3ccccc3)ncnc21
-4	8	7	Cc1nc2ccc(NS(=O)(=O)c3ccc(F)c(F)c3)cc2s1
-1	-1	-9	CN1CCN(S(=O)(=O)c2ccc(NN)nc2)CC1
-3	-7	-1	C=CCN(c1ccc(Br)cc1C(=O)OC)S(C)(=O)=O
-2	5	2	O=C(CN1C(=O)NC2(CCCCC2)C1=O)NCCc1ccc(Cl)cc1Cl
0	12	7	C=CCC[C@@H](Cc1ccc(F)cc1)C(=O)OC[C@@H](Cc1c[nH]c2ccccc12)NC(=O)[C@@H](CC=C)CC(=O)N[C@@H](CO)Cc1ccccc1
-2	8	3	COc1ccc(NC(=O)CCOc2cc(C)ccc2C)cc1S(=O)(=O)N1CCCCC1
-3	0	-2	NC(=O)c1ccsc1NC(=O)COC(=O)c1ccc([N+](=O)[O-])o1
-2	14	-4	O=C(OCc1c(-c2ccccc2)ncc2ccccc12)c1ccc(F)cc1
1	6	4	COc1cccc(CNC(=O)c2cc(S(=O)(=O)N3CCOCC3)ccc2N2CCCC2)c1
-1	0	0	COc1cc2c(cc1OC)CN(C(=O)c1cc(C3CC3)nn1-c1ccccc1)CC2
0	4	14	NCCN1CCN(S(=O)(=O)c2ccc([N+](=O)[O-])cc2)C=C1c1ccc(Cl)cc1
0	1	1	C[C@H](CO)N1C[C@H](C)[C@@H](CN(C)C)Oc2c(NS(=O)(=O)c3ccccc3)cccc2C1=O
-2	2	6	c1ccc(-c2cc3ncccc3cn2)cc1
-2	5	0	Cc1ccc(S(=O)(=O)NCC(=O)OCC(=O)NCc2ccco2)cc1
-1	4	5	CC(=O)Nc1ccc(C(=O)COC(=O)C2CCCCC2)c(F)c1
-3	-2	0	CCOC(=O)NC(=O)CSc1ccc(S(=O)(=O)N2CCCCC2)cn1
1	1	-1	COc1ccccc1OCCNC(=O)CN1C(=O)NC2(CCCCC2)C1=O
1	0	1	COc1ccc(N2CCN(C(=O)COC(=O)CNC(=O)c3cccc(OC(F)F)c3)CC2)cc1
-2	0	7	Cc1cccc(OCCNS(=O)(=O)c2ccc(Cl)cc2)c1
2	3	18	CCOc1cc(NCc2ccccc2)c2ncn(C(C)C)c2c1
-3	-1	3	Cc1ccccc1N1CCN(S(=O)(=O)C[C@]23CCC(CC2NC(=O)[C@@H](N)CCS(C)(=O)=O)C3(C)C)CC1 (stereo partly specified)
0	-1	4	CN(CC(=O)NC(=O)Nc1ccccc1F)Cc1ccccc1F
-3	4	1	CCN(CC(=O)NCc1ccc(F)cc1)CC(=O)Nc1ccc(Br)cc1F
-1	-6	-12	COc1cc([C@@H]2CC=C(C(=O)O)[C@H](c3ccccc3F)N2S(=O)(=O)c2ccc(C)cc2)cc(OC)c1OC
-4	-9	-6	Cc1ccc(NC(=O)COC(=O)C2CC2)cc1S(=O)(=O)N1CCOCC1
-4	-18	4	CC(C)n1ncc2c(C(=O)NCc3ccccc3CN(C)C)cc(C3CC3)nc21
-3	-2	-5	O=C(CSc1ccc2ccccc2n1)NC1CC1
1	-3	0	CN(CC(=O)Nc1ccc(F)cc1)CC(=O)N(C)C1(C#N)CCCCC1
-1	-2	-2	CCN(C(=O)COC(=O)c1ccc(Cl)c(S(=O)(=O)N2CCCCC2)c1)C1CCS(=O)(=O)C1 (stereo unspecified)
-1	6	7	O=C(C[C@H]1C/C=C\CC[C@H](Cc2ccc(F)cc2)C(=O)O[C@@H](c2ccccc2)CNC1=O)N[C@H](CO)Cc1ccccc1

# Brought forward from above: 3 compounds, then new ones.
GSK3A inh	HDAC3 inhib	DYRK1A inh	molecule
1	-3	0	CN(CC(=O)Nc1ccc(F)cc1)CC(=O)N(C)C1(C#N)CCCCC1
-1	-2	-2	CCN(C(=O)COC(=O)c1ccc(Cl)c(S(=O)(=O)N2CCCCC2)c1)C1CCS(=O)(=O)C1 (stereo unspecified)
-1	6	7	O=C(C[C@H]1C/C=C\CC[C@H](Cc2ccc(F)cc2)C(=O)O[C@@H](c2ccccc2)CNC1=O)N[C@H](CO)Cc1ccccc1
-2	9	-3	COc1ccc(S(=O)(=O)Nc2cccc3c2O[C@@H](CN(C)Cc2ccc(C(=O)O)cc2)[C@@H](C)CN([C@H](C)CO)C3=O)cc1
-1	-3	-14	Nc1ccn(CC(=O)NCCc2ccccn2)c(=O)n1
-1	7	-2	CSc1ccc(CCCCCCOC(=O)C(C)(C)C)cc1
-1	3	-4	CCc1noc(C)c1C(=O)Nc1nnc(C(CC)CC)s1
-1	0	-2	CCC(ONc1ccccc1C(F)(F)F)(C(=O)NN(C)C)c1ccccc1 (stereo unspecified)
-3	1	-2	NS(=O)(=O)c1cccc(NC(=O)c2ccc(S(=O)(=O)N3CCCCCC3)cc2)c1
-4	-11	0	CCC(=O)N(c1nnc(SCC(=O)Nc2ccc(N3CCOCC3)cc2)s1)C1CC1
-6	24	2	O=C(CSc1nc2ccccc2c(=O)n1-c1ccccc1F)NC1CCS(=O)(=O)C1 (stereo unspecified)
-4	0	-1	CN(CC(=O)NC(=O)NC1CCCCC1)c1ccccc1
5	2	0	CCN(CC(=O)Nc1c(F)cccc1F)C(=O)C1CCN(C(=O)Nc2ccccc2)CC1
-3	13	-2	Cc1cc(NC(=O)CSCC(=O)Nc2cc(C(F)(F)F)ccc2N2CCOCC2)no1
-1	1	2	Cn1cccc1C(=O)NC(=O)COC(=O)CCNS(=O)(=O)c1ccc(Cl)cc1
-3	1	13	O=S(=O)(c1cccc2ccccc12)N1CCSC1
-2	0	3	Cc1ccc(CNC(=O)C(N=C2NS(=O)(=O)c3ccccc32)C(C)C)cc1 (stereo unspecified)
-7	-3	-3	CC(=O)Nc1sc(C)c(C)c1C(=O)OCC(=O)Nc1ccc(S(N)(=O)=O)cc1
-2	9	-5	O=C(OCC(=O)N1CCC(Cc2ccccc2)CC1)c1cc(Br)ccc1O
-1	3	-5	Cc1ccccc1OCC(=O)OCC(=O)NCc1ccccc1
2	-2	-4	N#CCC(=O)Nc1ccc(C(=O)OCC(=O)N2CCN(C(=O)c3ccco3)CC2)cc1
0	4	0	C=CCN1C(=O)c2ccc(C(=O)OCC(=O)Nc3ccccc3OC)cc2C1=O
-4	-8	3	O=S(=O)(c1ccccc1)c1nc(-c2ccccc2Cl)oc1NCCCN1CCOCC1
-5	-8	3	O=C(COC(=O)c1nn(CCO)c(=O)c2ccccc12)Nc1ccc(Cl)c(Cl)c1
1	5	5	O=C(COC(=O)COc1ccccc1[N+](=O)[O-])NCc1ccc2c(c1)OCO2
-3	2	5	CSCCC(NS(=O)(=O)c1ccccc1)C(=O)OC(C)C(=O)Nc1ccc(Cl)cn1 (stereo unspecified)
-3	-1	-4	CCc1ccccc1NC(=O)CN1CCN(C(=O)c2cccc(-n3cnnn3)c2)CC1
0	-1	-5	CCOc1ccc(C2=Nn3c(CC)nnc3SC2)cc1
-2	13	6	CCOC(=O)C1CCN(C(=O)COC(=O)CNC(=O)c2sc3ccccc3c2Cl)CC1
-2	-4	1	C#CCOCCOCCOCCNc1nc(N2CCN(C(=O)[C@H](CC(N)=O)n3cc([C@@H](N)C(C)C)nn3)CC2)nc(N2CCN(C(=O)[C@H](CC(N)=O)n3cc([C@@H](N)C(C)C)nn3)CC2)n1
1	2	-5	COc1cc(C(=O)NCC(=O)Nc2c(C)cccc2C)ccc1OCC(=O)N1CCOCC1
